Scp1 inh: blocks human Scp-1 phosphatase activity; Q9GZU7; Recombinant Scp1, phosphopeptide, malachite green phosphate absorbance; inhibition, % at 20 µM; 340,000 compounds, 0.88% hits; AID 493091;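 active = inhibition above about 50% at 20 µM, limit read from the data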;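 note: plate controls were DMSO wells with enzyme for no effect and wells lacking enzyme for full effect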
Target sequence (Q9GZU7 76-261 limits assumed): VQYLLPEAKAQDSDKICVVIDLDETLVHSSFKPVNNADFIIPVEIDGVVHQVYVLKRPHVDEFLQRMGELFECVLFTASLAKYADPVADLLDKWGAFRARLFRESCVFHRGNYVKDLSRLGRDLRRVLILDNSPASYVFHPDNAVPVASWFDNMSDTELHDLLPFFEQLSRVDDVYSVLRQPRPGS
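System: truncated SCP-1 phosphatase (76-261aa); medium: Tris acetate buffer pH 5.5 with MgCl2 and Tween-20; incubation: 45 min room-temperature reaction, 5 min colour, 30 min stabiliser; compound: single 20 µM dose, 1% DMSO; reagent: Phosphorylated 17-residue peptide substrate; read-out: % inhibition at 20 µM; technique: colorimetric free-phosphate detection, absorbance 630 nm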
SUMO1-SIM PPI: SUMO1-SIM interaction modulation. P63165. 360,000 compounds, 0.33% hits. SUMO1 binding to a labelled peptide, TR-FRET, 1 h. AID 602429. inhibition, % at 20 µM; in the data active = inhibition above about 37%
Target sequence (P63165 whole entry, looked up): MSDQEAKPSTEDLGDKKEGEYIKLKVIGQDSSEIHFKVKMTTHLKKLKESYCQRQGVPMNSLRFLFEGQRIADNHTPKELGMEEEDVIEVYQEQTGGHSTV
STEP inh: inhibitors of human striatal-enriched phosphatase STEP; recombinant STEP, OMFP fluorogenic substrate, fluorescence; inhibition, % at 20 µM; 360,000 compounds, 0.25% hits; AID 588621;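 active = inhibition at 20 µM, scaled per plate between control wells, above about 37%, limit read from the data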;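 note: 0% = DMSO with enzyme and substrate and 100% = substrate only without enzyme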
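material = STEP tyrosine phosphatase | reagent = fluorogenic phosphatase substrate OMFP at 25 µM final | doses = single compound dose of 20 µM, 1% DMSO final | schedule = 20 min reaction, room temperature, in the dark | measured by = fluorescence, 480/540 nm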
NadD block: blocks S. aureus nicotinate mononucleotide adenylyltransferase | purified NadD enzyme, colorimetric absorbance read-out | inhibition, % at 20 µM | 360,000 compounds, 0.78% hits | AID 602399; in the data active = inhibition above about 26%; note: some compounds past the cut are filed as inactive
SKN-1 inh: C. elegans SKN-1 inhibition. C. elegans VP596 Pgst-4::GFP/RFP ratio, acrylamide-induced, 24 h. inhibition, % at 21.8 µM. AID 624304. 360,000 compounds, 0.49% hits;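 active = interference check ratio from 0.5 to 1.5 plus GFP to RFP signal ratio inhibition reaching or exceeding a fixed threshold, cut at about 30% in these data, passing the limit was not always enough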; note: some compounds called inactive have numbers as strong as hits
NRP1-CendR mod: alters CendR peptide binding to human NRP-1 | O14786 | FAM-RPARPAR peptide binding to NRP-1, fluorescence polarization | inhibition, % at 25 µM | 360,000 compounds, 0.85% hits;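 active = inhibition or corrected inhibition above about 18%, plus a signal ratio from 0.5 to 1.5, limit read from the data, passing the limit was not always enough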; note: strong numbers were not always called active
Tb MetRS inh: blocks T. brucei methionyl-tRNA synthetase activity; purified T. brucei MetRS, ATP depletion, Kinase-Glo luminescence; inhibition, % at 11.9 µM; 360,000 compounds, 0.4% hits;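 active = inhibition above a per-plate cutoff of the control wells' mean inhibition plus 3 SD, cut at about 5.5% in these data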;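 note: 0% = DMSO wells median and 100% = median of wells with control inhibitor compound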
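Material: parasite MetRS enzyme / Replication: singlicate, one well per compound / Signal: luminescence of leftover ATP / Schedule: 2 h aminoacylation at 25 °C after 15 min preincubation / Medium: HEPES-MgCl2-KCl buffer plus DTT, spermine, BSA, pyrophosphatase / Doses: 11.9 µM single point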
Neddyl block: blocks human cullin neddylation. P61081+Q13564. AID 651699. calls only at 25 µM. 360,000 compounds, 0.58% hits. TR-FRET cullin neddylation, biochemical; in the data active = inhibition above about 36%
DNMT1 block: blocks human DNA methyltransferase DNMT1; P26358; DNMT1 molecular beacon, Hinp1I cleavage, fluorescence; inhibition (reported as % activation of signal), % at 10 µM; 360,000 compounds, 0.83% hits; in the data active = inhibition above about 50%
LMPTP block: LMPTP (human) inhibition | P24666 | recombinant LMPTP-A, OMFP fluorogenic substrate, fluorescence intensity | AID 651560 | inhibition, % at 20 µM | 360,000 compounds, 0.22% hits;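 active = compounds that cut the enzyme signal by at least half of the control window in the single-dose screen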;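 note: plate controls were DMSO wells with enzyme plus substrate for no effect and substrate without enzyme for full effect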
Target sequence (P24666 whole entry, looked up): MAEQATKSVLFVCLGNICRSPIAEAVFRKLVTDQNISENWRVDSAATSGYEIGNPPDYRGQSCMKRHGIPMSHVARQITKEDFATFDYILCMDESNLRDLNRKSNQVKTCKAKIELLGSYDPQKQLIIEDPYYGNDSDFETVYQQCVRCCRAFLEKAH
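Test system – LMPTP-A phosphatase enzyme · Quantity – 0.625 nM LMPTP-A final · Reagent – OMFP substrate, 400 µM final · Dosing – one test concentration per compound, 20 µM, with 3% DMSO overall · Timing – 50 min enzyme reaction at room temperature, protected from light · Detection – fluorescence intensity · Controls – substrate-only low control, DMSO enzyme-plus-substrate high control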
* = called active by the depositor; i = inactive; x = no result given. Only part of the results is shown, so the mix of outcomes need not match the whole.

cpd	SMILES	Scp1 inh	SUMO1-SIM PPI	STEP inh	NadD block	SKN-1 inh
1	CCOc1cc(/C=C2\C(=O)NC(=O)N(CCc3ccc(F)cc3)C2=O)ccc1O	2	-2	1	-3	2
2	COc1cc(/C=C2\C(=O)NC(=O)N(CCc3ccc(F)cc3)C2=O)ccc1O	-1	-2	0	1	0
3	O=[N+]([O-])c1ccc(C2C3C(c4ccccc4)=NC4(CCCCC4)N32)cc1 (configuration not stated)	-5	-20	-2	-2	12
4	c1cc2c(cc1C1OCC3C(c4ccc5c(c4)OCO5)OCC13)OCO2 (configuration not stated)	-1	4	-2	1	0
5	CN1CCN(c2ccc(/C=C3\C(=O)NC(=S)N(c4cccc(Br)c4)C3=O)o2)CC1	-7	-117	-13	10	24
6	C=C1C2C[C@@]3([C@@H]1O)[C@@H](C[C@@H]2O)[C@@]12C4[C@@H]3C[C@@H]1[C@@](C)(CC[C@@H]2O)CN4CC	-12	3	-2	-4	-10
7	Fc1ccccc1CNC1CN2CCC1CC2 (configuration not stated)	-5	4	1	-7	3
8	C[C@H]1OC[C@@H](C[N+](C)(C)C)O1	101*	1	1	15	13

cpd	NRP1-CendR mod	Tb MetRS inh	Neddyl block	DNMT1 block	LMPTP block
1	-18	-0.9	i	-3	0.2
2	-15	-1.1	i	-4	-0.9
3	11	-0.2	i	-1	2.6
4	-8	-1.1	i	0	0.7
5	136	0.5	i	-5	7.2
6	2	-1.7	i	1	0.5
7	-1	-0.3	i	-1	-3.7
8	-12	0.1	i	-29	-2.8

(further entries)
cpd	SMILES	Scp1 inh	SUMO1-SIM PPI	STEP inh	NadD block	SKN-1 inh
9	CCOC(=O)C(O)(c1ccc(N(CC)C(=O)OC)cc1)C(F)(F)F (configuration not stated)	-6	1	-12	0	5
10	CSCCC(c1nnnn1C1CCCCC1)N1CCC2(CC1)C(=O)NCN2c1ccccc1 (configuration not stated)	x	6	0	-2	0
11	c1ccc(C2(N3CCCCC3)CCCCC2)cc1	-3	0	-2	-2	10
12	O=C1NC(c2cc3ccccc3nc2Cl)Nc2ccccc21 (configuration not stated)	-2	-1	-1	1	-16
13	CN(C)CCN=Cc1c(O)n(Cc2ccco2)c(=O)[nH]c1=O	-6	0	-3	-6	28
14	COc1ccc(OC)c(NC(=O)N2C[C@H]3C[C@@H](C2)c2cccc(=O)n2C3)c1	1	2	-1	-1	-6
15	CNC(=O)O/N=C/c1nn(C(=O)C(C)(C)C)cc1Br	-7	0	-1	3	4
16	CCNc1ccc(P(=S)(N(C)C)N(C)C)cc1	3	0	-2	1	-1

cpd	NRP1-CendR mod	Tb MetRS inh	Neddyl block	DNMT1 block	LMPTP block
9	4	-0.8	i	1	-0.9
10	24*	-0.2	i	-5	0.0
11	-17	0.4	i	-1	-0.8
12	6	-0.9	i	4	-0.9
13	-5	0.4	i	2	-8.7
14	1	-1.1	i	3	-0.9
15	-9	0.8	i	1	-1.6
16	-15	-1.6	i	0	-1.1

An excerpt of these results, with tabs.
nr	mol	Scp1 inh	SUMO1-SIM PPI	STEP inh	NadD block	SKN-1 inh	NRP1-CendR mod	Tb MetRS inh	Neddyl block	DNMT1 block	LMPTP block
3	O=[N+]([O-])c1ccc(C2C3C(c4ccccc4)=NC4(CCCCC4)N32)cc1 (configuration not stated)	-5	-20	-2	-2	12	11	-0.2	i	-1	2.6
4	c1cc2c(cc1C1OCC3C(c4ccc5c(c4)OCO5)OCC13)OCO2 (configuration not stated)	-1	4	-2	1	0	-8	-1.1	i	0	0.7
5	CN1CCN(c2ccc(/C=C3\C(=O)NC(=S)N(c4cccc(Br)c4)C3=O)o2)CC1	-7	-117	-13	10	24	136	0.5	i	-5	7.2

Continuation.
cpd	SMILES	Scp1 inh	SUMO1-SIM PPI	STEP inh	NadD block	SKN-1 inh
17	CN(C/N=C(\N)N[N+](=O)[O-])S(=O)(=O)c1ccccc1	3	-2	2	-1	-4
18	Nc1ccc2ccccc2c1	-5	-5	2	1	8
19	CCOC(=O)c1ccccc1NC(=O)c1c(O)[nH]c(=O)[nH]c1=O	0	-4	3	-8	-12
20	Nc1c2c(nc3ccccc13)CCN(Cc1ccccc1)C2	-1	-16	-1	-1	-17
21	Cc1cccc(NC(=O)N2C[C@H]3C[C@@H](C2)c2cccc(=O)n2C3)c1	18	5	-4	-8	-3
22	O=C1CC(=O)N(c2cccc(C(F)(F)F)c2)C(=O)N1	-7	4	1	3	4
23	Fc1ccc(Cn2nnnc2C(c2ccc(F)cc2)N2CC=C(c3ccc(F)cc3)CC2)cc1 (configuration not stated)	6	-4	-2	2	4
24	COc1ccc(/C=C/C(=O)c2c(O)n(CCC3=CCCCC3)c(=O)[nH]c2=O)cc1	-3	21	2	-1	7
25	O=C(Nc1nccs1)c1c(O)c2c(n(Cc3ccco3)c1=O)CCCC2	-5	18	3	4	11
26	O=S1(=O)CC2(N3CCOCC3)CCCCCCC21 (configuration not stated)	-4	-1	3	14	-18

cpd	NRP1-CendR mod	Tb MetRS inh	Neddyl block	DNMT1 block	LMPTP block
17	8	-1.5	i	6	5.3
18	-2	0.7	i	-2	-0.6
19	-7	-0.1	i	2	-3.4
20	68	1.0	i	0	15
21	0	-2.1	i	-1	0.5
22	-8	-1.2	i	-1	-0.3
23	0	-0.6	i	2	-0.2
24	3	-1.0	i	8	-0.5
25	3	-0.4	i	17	4.5
26	0	-0.9	i	-1	-2.4

In a second layout: entries from further up.
Values in the order – Scp1 inh, SUMO1-SIM PPI, STEP inh, NadD block, SKN-1 inh, NRP1-CendR mod, Tb MetRS inh, Neddyl block, DNMT1 block, LMPTP block
19: CCOC(=O)c1ccccc1NC(=O)c1c(O)[nH]c(=O)[nH]c1=O
→ 0, -4, 3, -8, -12, -7, -0.1, i, 2, -3.4
20: Nc1c2c(nc3ccccc13)CCN(Cc1ccccc1)C2
→ -1, -16, -1, -1, -17, 68, 1.0, i, 0, 15
21: Cc1cccc(NC(=O)N2C[C@H]3C[C@@H](C2)c2cccc(=O)n2C3)c1
→ 18, 5, -4, -8, -3, 0, -2.1, i, -1, 0.5

Individual results from above:
Entry for no. 21 under NRP1-CendR mod: 0
Entry for no. 25 under LMPTP block: 4.5
Entry for no. 20 under SKN-1 inh: -17
Entry for no. 26 under DNMT1 block: -1

Compound activity deposited in PubChem BioAssay by several laboratories.
